Source: PubChem BioAssay
Autofluor Jurkat = compound autofluorescence on Jurkat cells, primary screen, artefact control for VLA-4 allosteric ligand project, cell-based, flow cytometry | hits give high values; 1 = vehicle-only cell background | fluorescence ratio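 (tested at 10 µM compound in the well)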 | 0.61% of 24,000 active;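 active = fluorescence ratio above 2.44, which is 1 plus 3 SD of all ratios; inconclusive = signal too bright to measure linearly, ratio around 10 or more; inactive = fluorescence ratio below 2.44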;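 note: green fluorescence of cells measured with 488 nm excitation and 530 nm emission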
LNCaP diff act = activators of LNCaP prostate cell differentiation, primary screen, flow cytometry side scatter | 4 d | 0.56% of 24,000 active | side scatter shift, % at 10 µM;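 active = side scatter shift above 30%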;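 note: androgen-responsive LNCaP prostate cancer cells in charcoal-stripped serum medium; percent of cells past a gate set so DMSO wells show 10% shift; higher shift means more granular cells and more differentiation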
VLA-4 agonist = enhancers of LDV-FITC binding to VLA-4 integrin, primary screen, Jurkat cells, flow cytometry; Integrin alpha-4 (Homo sapiens), P13612; activation, % at 10 µM (by protocol); 24,000 tested, under 10 active; AID 528, 2006;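 active = fluorescent ligand binding to cells raised by more than 40% of the manganese-induced maximum; inconclusive = compound's own fluorescence above 85% of the ligand control signal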;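 note: 0% = ligand binding without compound and 100% = manganese-stimulated maximal binding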
Target sequence (P13612 whole entry, looked up): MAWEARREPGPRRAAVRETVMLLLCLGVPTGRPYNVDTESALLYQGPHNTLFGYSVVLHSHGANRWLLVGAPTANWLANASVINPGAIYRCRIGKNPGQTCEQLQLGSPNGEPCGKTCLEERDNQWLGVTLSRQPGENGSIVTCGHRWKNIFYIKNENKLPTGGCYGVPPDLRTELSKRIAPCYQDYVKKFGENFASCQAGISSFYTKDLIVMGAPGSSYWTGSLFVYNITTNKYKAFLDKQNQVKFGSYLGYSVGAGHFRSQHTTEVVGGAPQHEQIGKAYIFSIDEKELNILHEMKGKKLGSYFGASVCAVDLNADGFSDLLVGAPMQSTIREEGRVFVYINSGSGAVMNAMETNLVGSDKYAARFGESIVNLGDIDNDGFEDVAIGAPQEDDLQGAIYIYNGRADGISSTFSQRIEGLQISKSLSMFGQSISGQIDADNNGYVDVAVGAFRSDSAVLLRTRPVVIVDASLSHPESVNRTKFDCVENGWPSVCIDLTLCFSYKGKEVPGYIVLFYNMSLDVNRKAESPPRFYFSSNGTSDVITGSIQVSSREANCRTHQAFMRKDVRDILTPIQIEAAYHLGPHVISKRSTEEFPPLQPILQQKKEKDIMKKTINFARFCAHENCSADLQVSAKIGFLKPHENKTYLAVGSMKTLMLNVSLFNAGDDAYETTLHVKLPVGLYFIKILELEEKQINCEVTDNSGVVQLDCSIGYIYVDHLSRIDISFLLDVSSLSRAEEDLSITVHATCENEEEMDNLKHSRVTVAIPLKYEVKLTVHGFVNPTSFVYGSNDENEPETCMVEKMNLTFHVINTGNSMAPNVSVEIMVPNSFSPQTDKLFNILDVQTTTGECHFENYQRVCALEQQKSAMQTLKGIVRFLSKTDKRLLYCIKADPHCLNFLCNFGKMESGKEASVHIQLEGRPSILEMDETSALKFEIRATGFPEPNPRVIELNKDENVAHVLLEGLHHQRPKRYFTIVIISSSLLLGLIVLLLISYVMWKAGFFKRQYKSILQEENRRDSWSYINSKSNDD
VLA-4 antagonist = inhibitors of LDV-FITC binding to Mn2+-activated VLA-4, primary screen, Jurkat cells; Integrin alpha-4 (Homo sapiens), P13612; LDV-FITC binding with Mn2+, flow cytometry; 100% = Mn2+-driven binding gain fully reversed; inhibition, % at 10 µM (by protocol); 0.2% of 24,000 active; AID 529, 2006;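 active = inhibition above 50%; inconclusive = compound itself fluorescent, judged against control cell fluorescence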;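 note: 0% = Mn2+ stimulated cells lacking compound and 100% = ligand binding without Mn2+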
An asterisk follows results filed as active; ? = inconclusive. The list is partial. The share of hits here may be higher or lower than overall.

SMILES	Autofluor Jurkat	LNCaP diff act	VLA-4 agonist	VLA-4 antagonist
O=C(Nc1c(C(=O)N2CCCCC2)cnn1-c1ccccc1)c1ccccc1	1.1	5	?	?
CC1CC(=O)N(CC(=O)Nc2ccc3c(c2)OCO3)c2ccccc2S1 (centres undefined)	1.1	10	-9	16
O=C(CSc1nnc(-c2ccncc2)o1)Oc1ccccc1	1.2	4	1	-10
CC(C)(C)c1ccc(C(=O)CCCSC2=C(C#N)C(c3ccco3)C3=C(CCCC3=O)N2)cc1 (centres undefined)	1.1	2	?	?
C=CCN(c1ccccc1)S(=O)(=O)c1ccc2c(c1)oc(=O)n2C	2.5*	10	?	?
CCOC(=O)c1cnc(-n2nc(C)cc2C)nc1NC(C)c1ccccc1 (centres undefined)	1.1	3	-15	38
Cc1ccc(CNC(=O)CCc2c(C)nc3ncnn3c2C)cc1	1	8	-9	-2
O=C(CN1C(=O)CSc2ncccc21)N1CCOCC1	1	3	-3	-1
COCCn1c(=NC(=O)CSCC(=O)NC2CCCCC2)sc2cc(OC)ccc21	1.1	7	-1	-6
Cc1cc(C)n(C2=NS(=O)(=O)c3ccccc32)n1	1.1	14	-2	-5
CC1CCN(C(=O)CN2C(=O)C(=O)c3ccccc32)CC1	1.1	5	-6	-25
COc1cc2c(cc1OC)C(C(=O)N1CCCCC1)C(c1ccccc1F)N(C)C2=O (centres undefined)	1	5	4	-26
CCC(C)NC(=O)c1ccccc1NC(=O)C(C)N(c1ccccc1)S(C)(=O)=O (centres undefined)	0.93	5	2	-8
Cc1ccc(Cn2nc(C)c(NC(=O)c3noc4c3CCCCC4)c2C)cc1	0.97	13	1	6
CC(NC(=O)c1cc(-c2cccs2)on1)c1ccccc1 (centres undefined)	1.1	3	-3	12
CCCc1nc2ccccc2c(=O)n1NC(=O)c1c(O)c2cccc3c2n(c1=O)CCC3	1.2	0	-6	-5
O=C(Cc1cccs1)Nc1ccccc1C(=O)O	1	9	4	-12
Cc1cccc(-c2nc(CS(=O)CC(=O)N3CCN(C)CC3)c(C)o2)c1 (centres undefined)	1.1	4	-5	1
Cc1ccc(S(=O)(=O)n2nc(C)c(Br)c2C)c(C)c1C	1.1	11	2	18
COc1ccc(OC)c(NC(=O)CSCc2cnn(-c3ccccc3)c2-n2cccc2)c1	0.95	19	7	1
CCc1ccccc1Nc1ccc(C(=O)O)cc1N	1.2	6	?	?
CCOC(=O)C1=C(C)NC(=O)C(C#N)C1c1ccco1 (centres undefined)	1	2	2	-8
CCC(=O)Nc1c(OC(=O)CC)ccc2c(C)cc(=O)oc12	1	2	1	-19
C=CCN1C(=O)CS/C1=N/c1nccs1	1	7	-3	6
Cc1cc(O)c(NC(=O)c2ccc(Br)o2)cc1C	1.3	11	-3	4
COC(=O)Nc1ccc(S(=O)(=O)N(CCO)CC(F)(F)C(F)F)cc1	0.94	8	-1	6
COc1ccc(CN2CCN(C(=O)c3cccs3)CC2)cc1	0.99	8	0	-4
COC(=O)C(C)Sc1nnc(Cc2cc(=O)[nH]c(=O)[nH]2)n1-c1cc(C)ccc1C (centres undefined)	0.99	1	6	-8
Cc1cccc(CC(=O)Nc2c3c(nn2-c2cccc(Cl)c2)CS(=O)C3)c1 (centres undefined)	1	10	-2	-7
Cc1nc(C)c(C(=O)OCC(=O)N2CCN(c3ccccc3)CC2)s1	0.95	14	3	-6
CCOC(=O)/C=C1\NC(C)(C)Cc2cc(OC)c(O)cc21	1.1	1	-13	27
CCCc1ccc(Oc2cn[nH]c2-c2ccc(O)c(C)c2O)cc1	1	26	1	-4
COc1cc(NC(=O)C2C3C=CC(C3)C2C(=O)O)c(OC)cc1Cl (centres undefined)	1	4	0	-18
CCn1cc(C(=O)NCC2CCCO2)c(=O)c2cc(S(=O)(=O)N3CCCCCC3)ccc21 (centres undefined)	1.1	4	-2	-9
COc1cccc(NC(=O)NC2(C(F)(F)F)Oc3ccccc3O2)c1	1	2	-6	9
O=C(CN1CCN(Cc2ccccc2)CC1)NCC1COc2ccccc2O1 (centres undefined)	1.1	7	-4	-6

Brought forward from above: three entries, then new ones.
SMILES	Autofluor Jurkat	LNCaP diff act	VLA-4 agonist	VLA-4 antagonist
CCn1cc(C(=O)NCC2CCCO2)c(=O)c2cc(S(=O)(=O)N3CCCCCC3)ccc21 (centres undefined)	1.1	4	-2	-9
COc1cccc(NC(=O)NC2(C(F)(F)F)Oc3ccccc3O2)c1	1	2	-6	9
O=C(CN1CCN(Cc2ccccc2)CC1)NCC1COc2ccccc2O1 (centres undefined)	1.1	7	-4	-6
O=C1c2ccccc2C(=O)N1CCCCN1CCN(CCCCN2C(=O)c3ccccc3C2=O)CC1	1	6	-5	-11
Cc1nnc2sc(-c3cccc(NC(=O)c4cccnc4)c3)nn12	1	6	-8	0
Cc1cccc2cc(CN(CCCO)C(=O)Nc3ccc(Cl)cc3)c(=O)[nH]c12	1.1	2	-3	2
COc1cc(C(=O)Nc2cccc(-c3nncn3C)c2)cc(OC)c1OC	0.96	10	0	-7
Cc1ccc2[nH]c(=O)c3cc(C(=O)N(C)Cc4ccco4)sc3c2c1	1.1	27	-3	8
Cc1cc(NC(=O)c2noc3c2CCc2ccccc2-3)n(-c2ccccc2)n1	1	35*	7	7
O=C1C2CC=C(Cl)CC2C(=O)N1CC1Cc2ccccc2CO1 (centres undefined)	1.2	4	?	?
O=C(CCn1cccc1)N1CCc2ccccc21	1.1	3	4	-11
C=CCn1c(SCn2nnc3ccccc3c2=O)nnc1-c1ccc(Br)cc1	1	13	?	?
COc1ccc(C)cc1NC(=O)CSc1nnnn1Cc1ccccc1	1	5	-2	-12
CN(C)S(=O)(=O)Nc1ccc(Br)cc1F	1.1	7	-6	-18
Cn1c(=O)oc2cc(S(=O)(=O)NCCC(=O)Nc3ccc4c(c3)OCCO4)ccc21	1.1	7	5	-9

Reprinted at random: two entries already listed
SMILES	Autofluor Jurkat	LNCaP diff act	VLA-4 agonist	VLA-4 antagonist
Cc1cccc2cc(CN(CCCO)C(=O)Nc3ccc(Cl)cc3)c(=O)[nH]c12	1.1	2	-3	2
O=C1c2ccccc2C(=O)N1CCCCN1CCN(CCCCN2C(=O)c3ccccc3C2=O)CC1	1	6	-5	-11

Next structures follow:
SMILES	Autofluor Jurkat	LNCaP diff act	VLA-4 agonist	VLA-4 antagonist
O=C(CCS(=O)(=O)c1cccc2nsnc12)N1CCN(C(=O)c2ccco2)CC1	1	2	1	-7
Cc1ccccc1C(=O)N1CCC(C(=O)Nc2ccc(S(=O)(=O)N3CCCC3)cc2)CC1	1.1	18	2	-2
COc1cccc(C2C=C(c3cccs3)Nc3ncnn32)c1OC (centres undefined)	1.1	10	-1	17
CCOC(=O)c1c(C)oc2ccc(O)c(CN(C)C)c12	0.97	9	2	-20
COc1ccc(OCCC(=O)NCc2ccccc2)cc1	0.99	9	0	-6
O=C(Cn1ncc2c(=O)oc3ccccc3c21)NCCC1=CCCCC1	1.1	11	-1	-27
O=C1CC(c2ccccc2)CN1S(=O)(=O)c1ccccc1 (centres undefined)	1.1	8	-2	0
CCOC(=O)C1CCCN(Cc2nc(N)nc(Nc3ccccc3OC)n2)C1 (centres undefined)	0.96	10	6	-14
CCOc1ccc(-n2c(SC(C)C(=O)OC)nc3c(c2=O)SCC3)cc1 (centres undefined)	1.1	4	0	-20
O=C1CC(c2ccc(S(=O)(=O)N3CCN(c4ccccc4)CC3)cc2)CN1 (centres undefined)	1.1	3	4	-22
CCCC(=O)Nc1cc(-c2cn3cccnc3n2)ccc1OC	1.1	10	4	-18
COc1ccc(N2C(N)=NC(N)=NC23CCCC3)cc1	0.97	17	-1	4
COC1=CC(=O)CC(C)C12Oc1c(Cl)c(OC)cc(OC)c1C2=O (centres undefined)	1.1	5	16	-26
CC(OC(=O)C1CC=CCC1C(N)=O)C(Cl)=C(Cl)Cl (centres undefined)	0.96	6	-2	-7
O=C(NCCN1CCCC1)c1cc(-c2ccncc2)nc2ccc(S(=O)(=O)N3CCOCC3)cc12	1	8	0	-7
C=CCN1C(=O)CSc2ccc(C(=O)OCC)cc21	1.1	5	?	?
COC(=O)CN1C(=O)C(O)(CC(=O)c2cccc(Br)c2)c2ccccc21 (centres undefined)	0.98	4	3	3
COc1cccc(-c2nc(CS(=O)(=O)CC(=O)N3CCN(c4ccccn4)CC3)c(C)o2)c1	1	6	-3	2
Cc1noc(/C=C/N(C)C)c1S(=O)(=O)N1CCc2ccccc21	1.2	6	-5	-5
COc1ccc(S(=O)(=O)N2CCCC2C(=O)Nc2ccc(O)cc2)cc1 (centres undefined)	1.1	5	1	-7
O=C1CC(c2ccc3c(c2)OCO3)c2cc3c(cc2N1)OCO3 (centres undefined)	0.99	10	6	1
COc1ccc(-c2cc3c(=O)n(CC(=O)NC4CCN(Cc5ccccc5)CC4)ncn3n2)cc1	1.1	25	2	-4
Cn1c(=O)c2[nH]c(NCC3CCCO3)nc2n(-c2ccccc2)c1=O (centres undefined)	1	6	2	1
CC1(C)N=C(c2cccc(F)c2)C(=O)N1	1	4	5	-9

A draw from above in order of molar mass, falling.
SMILES	Autofluor Jurkat	LNCaP diff act	VLA-4 agonist	VLA-4 antagonist
COC1=CC(=O)CC(C)C12Oc1c(Cl)c(OC)cc(OC)c1C2=O (centres undefined)	1.1	5	16	-26
O=C(Cn1ncc2c(=O)oc3ccccc3c21)NCCC1=CCCCC1	1.1	11	-1	-27
O=C1C2CC=C(Cl)CC2C(=O)N1CC1Cc2ccccc2CO1 (centres undefined)	1.2	4	?	?

Next section.
SMILES	Autofluor Jurkat	LNCaP diff act	VLA-4 agonist	VLA-4 antagonist
CCCn1c(=S)[nH]c2cc(C(=O)N3CCN(c4ccccc4OC)CC3)ccc2c1=O	1.2	1	-2	2
Cc1ccc(-n2cc(-c3ccccc3)[nH]c2=O)cc1F	1.1	12	-10	-15
CCc1c(C(=O)NCCc2ccc(OC)c(OC)c2)[nH]c(C)c1C(C)=O	1	5	8	-30
CCCn1c(=S)[nH]c2cc(C(=O)N3CCCC(C(=O)OCC)C3)ccc2c1=O (centres undefined)	1	2	0	-2
CCC1CCCCN1c1nc(-c2ccncc2)nc2ccccc12 (centres undefined)	1.1	10	5	-18
O=C(NCc1ccco1)C1CCN(S(=O)(=O)c2cccc3cccnc23)CC1	1	9	4	5
CCOC(=O)N1CCN(c2cc(=O)n(Cc3ccc(F)cc3)c(=O)[nH]2)CC1	1	6	2	-28
Clc1ccccc1-c1nnc2sc(-c3ccccn3)nn12	1.1	14	0	-19
Cc1cccc(N2CCN(Cc3c(C)n(C)n(-c4ccccc4)c3=O)CC2)c1C	0.98	3	6	-20
Cc1nn(Cc2ccc(Cl)c(Cl)c2)c(C)c1NC(=O)c1cc(-c2ccc3c(c2)OCO3)on1	1.1	18	-5	17
CCOC(=O)C1CCCN(C(=O)c2sc3nc(-c4ccc(OC)cc4)cn3c2C)C1 (centres undefined)	1.4	4	?	?
CCCCc1nc2ccccc2n2cc3c(=O)n(C)c(=O)n(C)c3c12	1	10	2	-4
O=C1NC2(CCCCC2)N=C1c1ccccc1	0.99	5	3	5
COc1ccc(CN2CC(C(=O)N3CCOCC3)CC2=O)cc1 (centres undefined)	1	7	5	-5
Cc1c(C)n(C(=O)CN2CCN(c3ccccn3)CC2)c2ccccc12	1.1	17	-12	20
O=C(NC1CCCCC1)C(c1ccccc1)N(Cc1ccco1)C(=O)Cn1cnc2ccccc21 (centres undefined)	1.1	6	0	-18
COc1cccc(C2C(C#N)=C(N)OC3=C2C(=O)CCC3)c1OC(=O)c1ccco1 (centres undefined)	1	5	2	-4
CC(O)C(=O)NCCOCCOCCNC(=O)C(C)O (centres undefined)	0.96	7	1	-10
Cc1nc2ncnn2c(C)c1CCC(=O)NCCCN1CCN(c2cccc(Cl)c2)CC1	1.1	6	-2	-9
Nc1nc(C(=O)N2CCOCC2)nn1C(=O)c1ccc(Cl)cc1	1	12	0	3
CCOC(=O)c1[nH]c(C)c(C(=O)Nc2ccc(C)c(F)c2)c1C	1.3	2	?	?
CN(C)CCNc1oc(-c2ccccc2F)nc1C#N	1	2	1	-16
Cc1ccc(-c2c3c(=O)n(C)c(=O)n(C)c3cn2CCCN2CCOCC2)cc1	0.99	10	5	-16
O=C(NCc1ccc(F)cc1)C1CCCN(S(=O)(=O)c2cccnc2)C1 (centres undefined)	1.1	4	6	-28
CCOc1ccc2nnnn2n1	1.1	8	0	-42
COc1cc(S(=O)(=O)N2CCN(Cc3ccc4c(c3)OCO4)CC2)c(C)cc1C	1.1	10	-8	23
CCCOc1ccc(C2C(=O)N(C3CCCCC3)CC(=O)N2C2CC2)cc1OC (centres undefined)	1.1	7	-10	-7
Cc1ccccc1OCc1nnc2n1CC(C)S2 (centres undefined)	1	5	1	-3
COc1ccc(/C=N/O)cc1COc1ccc(NC(C)=O)cc1	1.1	1	0	0
CCCCc1c(O)nc(SCC(=O)c2ccccc2)[nH]c1=O	1	12	-8	-28
Cc1ccccc1OCc1nc2ccccc2c(=O)n1/N=C/c1ccco1	1.1	16	-2	-9
COC(=O)C(C)Sc1ccc2nnc(-c3ccc(F)cc3)n2n1 (centres undefined)	1.2	3	?	?
O=C(CCN1C(=O)COc2ccccc21)N1CCN(c2ccccn2)CC1	1	9	0	-5
